Source: PubChem (Broad Institute)
ARNT TACC3 PPI: disruptors of human ARNT/TACC3 interaction | AlphaScreen His-ARNT PAS-B/GST-TACC3 binding, luminescence; TACC3 fragment carries E629A point mutation | inhibition, % at 9.99 µM | AID 623870 | actives 0.66% (n = 390,000) | Q9Y6A5;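 active means mean inhibition of replicates at least 50% and at least half of replicates each reaching 50%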;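 further: 0% = complete ARNT plus TACC3 wells and 100% = ARNT alone without TACC3; many hits fall short of the cut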
RAD54 branch: RAD54 (human) branch migration inhibition; RAD54 Holliday junction branch migration, FAM/BHQ fluorescence; actives 0.14% (n = 360,000); inhibition, % at 10.4 µM; AID 602329; Q92698;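 active means mean normalized replicate activity at least 40 and at least half of replicates scoring 40 or more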;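 further: 0% = median of neutral control wells and 100% = median of positive control wells; inhibitors cause a drop in the FAM fluorescence signal; in these data hits start at about 50%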
Target sequence (Q92698 whole entry, looked up): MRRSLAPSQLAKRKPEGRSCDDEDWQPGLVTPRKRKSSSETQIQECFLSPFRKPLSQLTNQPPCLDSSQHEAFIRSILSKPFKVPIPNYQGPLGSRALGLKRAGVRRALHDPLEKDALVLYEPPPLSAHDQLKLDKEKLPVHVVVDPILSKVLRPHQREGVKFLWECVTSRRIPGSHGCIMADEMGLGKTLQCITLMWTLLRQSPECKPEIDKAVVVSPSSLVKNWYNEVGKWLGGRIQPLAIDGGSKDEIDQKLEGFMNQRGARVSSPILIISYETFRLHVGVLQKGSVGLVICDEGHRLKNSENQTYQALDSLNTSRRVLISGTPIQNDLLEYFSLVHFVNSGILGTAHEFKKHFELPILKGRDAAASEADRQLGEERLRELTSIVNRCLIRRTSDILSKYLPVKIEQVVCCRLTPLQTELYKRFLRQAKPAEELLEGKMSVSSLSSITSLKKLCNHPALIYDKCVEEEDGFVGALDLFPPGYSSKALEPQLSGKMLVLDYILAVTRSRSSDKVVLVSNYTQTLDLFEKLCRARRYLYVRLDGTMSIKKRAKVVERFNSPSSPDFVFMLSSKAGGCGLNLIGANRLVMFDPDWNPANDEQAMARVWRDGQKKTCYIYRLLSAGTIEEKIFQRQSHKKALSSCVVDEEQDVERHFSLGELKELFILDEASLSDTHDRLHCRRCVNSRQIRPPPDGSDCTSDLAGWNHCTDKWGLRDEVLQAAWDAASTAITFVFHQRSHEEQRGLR
GSIS activator: primary screen for activators of insulin secretion dependent on glucose, INS-1E cells, GLuc reporter luminescence. INS-1E GLuc reporter insulin secretion, 2-3 h. activation, % at 16.6 µM. actives 0.61% (n = 370,000);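 active means lowest replicate activation of at least 40%, so every replicate reaches that level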;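 further: 0% = median of neutral control wells and 100% = median of IBMX positive control wells; some compounds called inactive have numbers as strong as hits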
esBAF inh: blocks esBAF chromatin remodeling in mouse ES cells; Bmi1-luciferase knock-in reporter, 24 h; 100% = twice the neutral-well signal; reporter increase, % at 12.5 µM; actives 2% (n = 350,000); AID 602393; in the data active means activation above about 40%;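 further: 0% = median of the plate's neutral control wells and 100% = double that signal; a rise in the Bmi1 reporter signal indicates esBAF inhibition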
XiGFP reactiv: activators of X-chromosome reactivation in mouse fibroblasts; XiGFP mouse fibroblasts, % GFP-positive cells imaging, 3 d; cells co-treated with 5-aza-dC sensitizer; scaled so ellipticine positive control = 100%; activation, % at 7.58 µM; actives 0.055% (n = 360,000); AID 743238;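 active means mean normalized replicate activation at least 10% and every replicate at or above 10%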;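 further: 0% = median of on-plate neutral control wells and 100% = ellipticine 6 µM median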
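Assay system – SV40-immortalized XiGFP fibroblast cells, line 68-5-11 · Buffer or medium – DMEM supplemented with 5-aza-dC as sensitizing agent · Dosing – one concentration, pinned · Benchmarks – positive control ellipticine, 6 µM final · Times – 3 days compound exposure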
An asterisk follows results filed as active; · = no result given.

# | SMILES | ARNT TACC3 PPI | RAD54 branch | GSIS activator
1 | O=C1NC(=O)C(=Cc2ccc(-c3ccc(Cl)cc3)o2)C(=O)N1 | 21 | 6 | ·
2 | CCCCn1c(O)c(C(C)=NCCN2CCOCC2)c(=O)[nH]c1=O | -8 | -33 | ·
3 | OC12CCCCC1C(c1ccccc1)NCC2 (centres undefined) | 0 | 5 | ·
4 | CC1=CC(=O)OC2CC3OC4C[C@@H](C)C5OC6CC7O[C@]8(C)C/C=C\C9OC%10CC%11OC(CC(C)C%12OCCO%12)CC(O)[C@]%11(C)OC%10CC9OC8C[C@]7(C)O[C@]6(C)CCC5OC4C[C@]3(C)OC12 (some centres undefined) | -1 | -11 | ·
5 | CCC(=O)N1CC(=O)Nc2ccc(Cl)cc2C1c1ccc(F)cc1 (centres undefined) | 0 | -2 | ·
6 | COC(=O)C1=C(c2ccc(Cl)c(C(F)(F)F)c2)C[C@@H]2CC[C@H]1N2C(=O)NCCOc1ccc(OC)cc1 | 27 | -8 | ·
7 | Cc1ccc(-c2nc3ccccc3c(=O)n2-n2cccc2)cc1 | -6 | -4 | ·
8 | CCCC[C@@H](C)C[C@@H](C)C(=O)N(C)[C@@H](CC(C)C)C(=O)N[C@H](C(=O)N(C)[C@H](C(=O)N1C[C@@H](O)C[C@H]1C(=O)N1C(=O)C=C[C@@H]1C)C(C)C)C(C)OC(C)=O (some centres undefined) | -1 | -3 | ·
9 | Cc1cc(OCC(=O)NC2CCS(=O)(=O)C2)c2c3c(c(=O)oc2c1)CCC3 (centres undefined) | 0 | -4 | ·
10 | COc1ccc(OCC(=O)N2CCN(C(C)C)CC2)cc1 | -7 | 6 | ·
11 | Cc1ccc2ccccc2c1NC(=O)CNC1CCCCC1 | 0 | 1 | ·
12 | COc1ccccc1N1CCN(Cc2ccc(Br)s2)CC1 | 0 | -7 | ·
13 | Cc1ccc(C(=O)C2CN3CCC2CC3)cc1 (centres undefined) | -1 | 3 | ·
14 | CC1=NN(c2ccccc2)C(=O)C1/C=C1\C(=O)NC(=O)N(c2ccc(C)c(C)c2)C1=O (centres undefined) | -5 | -13 | ·
15 | COCCCn1c(N)c(C(=O)Nc2sc3c(c2C(=O)OC)CCCC3)c2nc3ccccc3nc21 | 16 | -9 | ·

# | esBAF inh | XiGFP reactiv
1 | 9 | ·
2 | -5 | ·
3 | 9 | ·
4 | 9 | ·
5 | 8 | ·
6 | -2 | ·
7 | -7 | ·
8 | -71 | ·
9 | -2 | ·
10 | -5 | ·
11 | -1 | ·
12 | -4 | ·
13 | -11 | ·
14 | 21 | ·
15 | 7 | ·

Profiles as entered above.
COC(=O)C1=C(c2ccc(Cl)c(C(F)(F)F)c2)C[C@@H]2CC[C@H]1N2C(=O)NCCOc1ccc(OC)cc1 reads ARNT TACC3 PPI = 27; RAD54 branch = -8; GSIS activator = ·; esBAF inh = -2; XiGFP reactiv = ·
CCCCn1c(O)c(C(C)=NCCN2CCOCC2)c(=O)[nH]c1=O reads ARNT TACC3 PPI = -8; RAD54 branch = -33; GSIS activator = ·; esBAF inh = -5; XiGFP reactiv = ·

New compounds follow
# | SMILES | ARNT TACC3 PPI | RAD54 branch | GSIS activator
16 | COc1ccc(-n2c(SC)nc3ccccc3c2=O)cc1 | 0 | -7 | ·
17 | O=c1[nH]c(O)c(C=NC2CCN(Cc3ccccc3)CC2)c(=O)[nH]1 | 1 | 4 | ·
18 | COC(=O)C1C2CC[C@@H](CC1OC(=O)c1ccccc1)N2 (some centres undefined) | -2 | 10 | ·
19 | CCOC(=O)N(CC)c1ccc(C(O)(C(=O)OC)C(F)(F)F)cc1 (centres undefined) | 19 | 1 | ·
20 | CC(=O)O[C@H]1CC[C@@]2(C)C(=CC[C@@H]3[C@@H]2CC[C@]2(C)C(=O)CC[C@@H]32)C1 | -5 | 1 | ·
21 | OCCOCC#CCN1CCOCC1 | -4 | -1 | ·
22 | Cc1cccc(-n2c(CN3C(=O)c4ccccc4C3=O)nc3ccccc3c2=O)n1 | -8 | 0 | ·
23 | CC(C)Oc1cccc(NC(=O)c2cccn(Cc3ccc4c(c3)OC(F)(F)O4)c2=O)c1 | 3 | 1 | ·
24 | CC(C)n1c(O)c(C2c3cc(Cl)ccc3Oc3[nH]c(=O)n(C(C)C)c(=O)c32)c(=O)[nH]c1=O (centres undefined) | 2 | -6 | ·
25 | Cc1cccc(CN(C)C)c1OC(=O)N(C)C | -1 | -13 | ·
26 | O=C(O)c1cc[c]([Hg][Cl])cc1 | 0 | -3 | ·
27 | C=CCn1c(O)c(C(CC)=NC(C)c2ccccc2)c(=O)[nH]c1=O (centres undefined) | 2 | -2 | ·
28 | Cc1cc(N2C(=O)C3CCCN3C2c2ccc(Cl)c(Cl)c2)no1 (centres undefined) | -5 | -10 | ·
29 | CCCCSP1(=S)NCCCN1 | 5 | -2 | ·
30 | O=C(COc1ccc(Cl)cc1)NC1CN2CCC1CC2 (centres undefined) | 1 | -6 | ·

# | esBAF inh | XiGFP reactiv
16 | 3 | ·
17 | -7 | ·
18 | 2 | ·
19 | -4 | ·
20 | 12 | ·
21 | 1 | ·
22 | -11 | ·
23 | 3 | ·
24 | 4 | ·
25 | -8 | ·
26 | -2 | ·
27 | 0 | ·
28 | 6 | ·
29 | 3 | ·
30 | -7 | ·

Other records
# | SMILES | ARNT TACC3 PPI | RAD54 branch | GSIS activator
31 | Nc1c(C(=O)OCc2ccccc2)c2nc3ccccc3nc2n1Cc1cccs1 | 1 | 2 | ·
32 | C=C(C)[C@@]12OC3(c4ccccc4)O[C@@H]1C1[C@@H]4O[C@]4(CO)[C@@H](O)[C@]4(O)C(=O)C(C)=C[C@H]4[C@@]1(O3)[C@H](C)[C@H]2OC(=O)/C=C/C=C/c1ccccc1 (some centres undefined) | 6 | -1 | ·
33 | CN(C)CC1CSCCC1(O)c1cccc(Cl)c1 (centres undefined) | -8 | 10 | ·
34 | COC(=O)C1=C(c2ccc3ccccc3c2)C[C@@H]2CC[C@H]1N2C(=O)N1CCC(O)CC1 | -2 | 13 | ·
35 | CCC1=C(C)C(N2CCOCC2)=NP(N2CCOCC2)(N2CCOCC2)=N1 | -5 | 2 | ·
36 | NC(=O)Nc1ccc(C(=O)OCC(=O)Nc2ccc(Cl)cc2C(=O)c2ccccc2)cc1 | -1 | 16 | 1
37 | CCOC(=O)c1c(-c2ccc(OC)cc2)oc2ccc(OC(=O)N(C)C)cc12 | 1 | 4 | 10
38 | CN1CCN(Cc2ccccc2Sc2ccccc2)CC1 | 7 | -4 | 23
39 | COCCOC(=O)C1=C(C)OC(N)=C(C(=O)OC)C12C(=O)Nc1ccccc12 (centres undefined) | -6 | -9 | 2
40 | Brc1ccc2c(c1)C(OC1CN3CCC1CC3)c1ccccc1CS2 (centres undefined) | -26 | 19 | -18
41 | CC(C)(C)N1Cc2ccccc2C1=N | -9 | -6 | 3
42 | CCC(C)N1C(=O)NC(=O)C2(Cc3c(ccc4ccccc34)N(C)C2)C1=O (centres undefined) | 9 | -1 | -17
43 | c1ccc2c(CNC3CCCCCC3)c[nH]c2c1 | 0 | -3 | -19
44 | O=C(CCCC1=NS(=O)(=O)c2ccccc2N1)N1CCC2(CC1)OCCO2 | -4 | · | 5
45 | CCOC(=O)C1=C(C)N(C)C2(C)CC1c1ccccc1O2 (centres undefined) | -9 | · | -16

# | esBAF inh | XiGFP reactiv
31 | -1 | ·
32 | 0 | ·
33 | -17 | ·
34 | 7 | ·
35 | 6 | ·
36 | · | ·
37 | · | ·
38 | · | ·
39 | · | ·
40 | · | ·
41 | · | ·
42 | · | ·
43 | · | ·
44 | -7 | ·
45 | -12 | ·

Reprinted from the part before: 3 entries, followed by the next part.
# | SMILES | ARNT TACC3 PPI | RAD54 branch | GSIS activator
43 | c1ccc2c(CNC3CCCCCC3)c[nH]c2c1 | 0 | -3 | -19
44 | O=C(CCCC1=NS(=O)(=O)c2ccccc2N1)N1CCC2(CC1)OCCO2 | -4 | · | 5
45 | CCOC(=O)C1=C(C)N(C)C2(C)CC1c1ccccc1O2 (centres undefined) | -9 | · | -16
46 | CCN(CC)C(=O)c1ccc(N2C(=O)C3CC=C(Cl)CC3C2=O)cc1 (centres undefined) | -3 | · | 2
47 | O=C1NC(=S)NC(=O)C12C(c1ccc(F)cc1)NC(=S)NC2c1ccc(F)cc1 (centres undefined) | 7 | · | 22
48 | Cc1cc(NC(=O)COC(=O)c2c(C)nn(Cc3ccccc3Cl)c2C)no1 | -8 | · | -12
49 | CCN1CCN(C(=O)COc2ccc(S(=O)(=O)N(C)Cc3ccccc3)cc2)CC1 | 5 | · | 0
50 | CCOC(=O)C1=C(C)OC(N)=C(C#N)C12C(=O)N(C)c1ccccc12 (centres undefined) | -6 | · | 23
51 | COC(=O)[C@H]1[C@H](CO)[C@H]2Cn3c(ccc(-c4cccnc4)c3=O)[C@@H]1N2S(=O)(=O)c1ccccc1C | · | · | 10
52 | CC1CC(OC(=O)c2ccccc2)CC(C)N1C (centres undefined) | -3 | · | 5
53 | CN(C)S(=O)(=O)c1cc(NC(=O)COC(=O)Cc2ccccc2)ccc1Cl | 7 | · | -19
54 | Cc1ccc(C(=O)NC(O)C(Cl)(Cl)Cl)cc1 (centres undefined) | 37 | · | -7
55 | CCN1C(=O)/C(=C/c2ccc(N(CC)CC)cc2OC)C(=O)NC1=S | -3 | · | -10
56 | Cc1nn(Cc2ccc(Cl)cc2Cl)c(Cl)c1C(=O)NC1CCCc2ccccc21 (centres undefined) | -1 | · | 5
57 | Clc1ccc(CNC2CN3CCC2CC3)cc1 (centres undefined) | -7 | · | -3
58 | C[N+]1=C(/C=C/Nc2ccccc2)C(C)(C)c2ccccc21 | 2 | · | -34
59 | CC(C)c1ccc(N2C(=O)NC(=O)/C(=C/C=C/c3ccco3)C2=O)cc1 | 2 | · | -16
60 | CC(=O)Nc1ccc(C(=O)OCC(=O)Nc2ccc(Cl)cc2C(=O)c2ccccc2)cc1 | -1 | · | -13

# | esBAF inh | XiGFP reactiv
43 | · | ·
44 | -7 | ·
45 | -12 | ·
46 | -2 | ·
47 | -4 | ·
48 | 1 | ·
49 | 0 | ·
50 | -9 | ·
51 | -4 | 0.3
52 | · | -0.1
53 | · | 0.1
54 | · | 0.2
55 | · | 0.1
56 | · | 0.2
57 | · | 0.0
58 | · | 1.8
59 | · | 0.0
60 | · | -0.1

Remaining list, next part.
# | SMILES | ARNT TACC3 PPI | RAD54 branch | GSIS activator
61 | COc1ccc(CCn2c(O)c(/C=N/N3CCCCC3)c(=O)[nH]c2=O)cc1OC | -10 | · | 16
62 | N#Cc1c(/N=C/c2ccc(O)cc2O)sc2c1C1CCN2CC1 | -6 | · | -7
63 | O=Cc1cn(Cc2cccc(F)c2)c2ccccc12 | -1 | · | 20
64 | COc1ccccc1C1=NCc2nnc(C)n2-c2ccc(Cl)cc21 | -2 | · | 5
65 | CC(=O)N1CN2CN(C1)CN(C(C)=O)C2 | -3 | · | 14
66 | CN1c2ccccc2Oc2ccccc21 | 3 | · | 8
67 | CCC(C)N1C(=O)/C(=C/c2ccc3c(c2)CCN3CCCCl)C(=O)NC1=S (centres undefined) | 1 | · | 6
68 | Cn1c(O)c(/C=C/C=Nc2ccccc2)c(=O)n(C)c1=O | -4 | · | 5
69 | C=CCn1c(O)c(/C=N/N2CCCCC2c2cccnc2)c(=O)[nH]c1=S (centres undefined) | -22 | · | -5
70 | CN1CCN(c2ccc([N+](=O)[O-])c(N)c2)CC1 | 7 | · | 6
71 | C/C(=N\N1CCCCC1)c1c(O)[nH]c(=O)[nH]c1=O | -1 | · | 22
72 | Cc1cc(C)cc(N2C(=O)NC(=O)/C(=C\c3cccn3-c3ccccc3)C2=O)c1 | 0 | · | 8
73 | CCC(C)n1c(O)c(C=Nc2cccc(C(F)(F)F)c2)c(=O)[nH]c1=S (centres undefined) | -8 | · | -18
74 | CCC(C)c1ccc(N2C(=O)NC(=O)/C(=C/c3cccn3CCOc3ccc(C)cc3)C2=O)cc1 (centres undefined) | 5 | · | 2
75 | Cc1ccc(-c2nn(Cc3ccccc3)cc2C=O)cc1 | -8 | · | -13

# | esBAF inh | XiGFP reactiv
61 | · | 0.0
62 | · | 1.0
63 | · | 0.9
64 | · | 0.2
65 | · | 0.1
66 | · | 0.0
67 | · | 0.1
68 | · | 0.0
69 | · | 0.1
70 | · | 0.0
71 | · | 0.1
72 | · | 0.1
73 | · | 0.3
74 | · | 0.0
75 | · | -0.1

A portion of the library; the hit share may differ from the screen's.
